# Assay outcomes as filed in PubChem BioAssay.
# aSyn UTR inh: 5' untranslated region of α-synuclein, MLPCN primary screen. alpha-synuclein 5'UTR reporter, inhibitor activity. inhibition, % (tested at 7.5 µM). hit rate 0.82% among 300,000. AID 1813; in the data active means inhibition above about 60%; inconclusive means no clear call, values can overlap the other calls;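 further: H4 neuroglioblastoma cells stably carrying SNCA 5'UTR luciferase fusion; 0% = DMSO wells and 100% = positive control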
# Platelet DG rel: modulates dense granule release in human platelets | human platelet-rich plasma, SFLLRN dense granule ATP release, luminescence | inhibition, %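 (compounds screened at 7.5 µM in platelet-rich plasma)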 | hit rate 0.22% among 300,000 | AID 1663;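 active means mean replicate score, as percent of positive control, at or above 50; inconclusive means mean below 50 but at least one replicate at or above 50; inactive means mean and every replicate below 50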
# HSF1 inh: HSF1 inhibition; activity change, negative = inhibition, % at 7.5 µM (by protocol); hit rate 0.77% among 300,000; AID 2098; NIH3T3-HGL HSE-luciferase, MG132-induced, luminescence 8 h; active compounds read low;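 active means more than half of replicate wells show activity change below -50%, luminescence cut by over half; inconclusive means some wells, but at most half, below -50%; inactive means no replicate well below -50%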;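 further: luciferase reports HSF-1 transcriptional activity via heat shock element; 0% = median of DMSO wells and -100% = zero luminescence signal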
# HSF1 activator: increases HSF-1 driven luciferase reporter signal | NIH3T3-HGL HSF-1 luciferase reporter, MG132, 8 h; 100% = twice DMSO control signal | activation, % at 9 µM | hit rate 1.7% among 300,000;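 active means mean replicate activation of at least 50% with a set share of replicates each reaching 50%; inconclusive means only one of those two conditions met; inactive means mean below 50% and too few replicates reaching it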;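 further: 0% = median of the neutral control wells and 100% = twice that signal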
# HSP90 refold inh: HSP90 refolding inhibition in rabbit reticulocyte lysate; hit rate 0.91% among 290,000; luciferase refolding luminescence, 3 h; inhibition, % at 5.6 µM; AID 1789;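 active means inhibition above the screen-wide mean plus 3 SD, computed separately per campaign, cut at about 16% in these data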;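 further: 0% = DMSO wells and 100% = 60 µM geldanamycin wells; inhibitors lower the luminescence because luciferase stays unfolded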
# AI-2 QS modul: modulators of Vibrio harveyi AI-2 quorum sensing system; Vibrio harveyi JMH597 AI-2 luminescence/OD600 ratio, 9 h; active compounds read low; strain lacks LuxN and CqsS sensors; 0 = neutral-control median; activity change, % at 7.5 µM; hit rate 0.4% among 300,000; AID 2094; in the data active means activity change below about -75%, passing the limit was not always enough; inconclusive means no clear call, values can overlap the other calls;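 further: luminescence divided by OD600 gain over 9 h not by final OD600 alone; inactives centre near 13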
# HDAC3 inhib: inhibitors of human histone deacetylase 3 | hit rate 0.15% among 320,000 | inhibition, % at 8.3 µM | recombinant HDAC3, fluorogenic peptide/trypsin coupled, fluorescence | O15379 | AID 2718; in the data active means inhibition above about 26%, passing the limit was not always enough; inconclusive means no clear call, values can overlap the other calls
# Target sequence (O15379 whole entry, looked up): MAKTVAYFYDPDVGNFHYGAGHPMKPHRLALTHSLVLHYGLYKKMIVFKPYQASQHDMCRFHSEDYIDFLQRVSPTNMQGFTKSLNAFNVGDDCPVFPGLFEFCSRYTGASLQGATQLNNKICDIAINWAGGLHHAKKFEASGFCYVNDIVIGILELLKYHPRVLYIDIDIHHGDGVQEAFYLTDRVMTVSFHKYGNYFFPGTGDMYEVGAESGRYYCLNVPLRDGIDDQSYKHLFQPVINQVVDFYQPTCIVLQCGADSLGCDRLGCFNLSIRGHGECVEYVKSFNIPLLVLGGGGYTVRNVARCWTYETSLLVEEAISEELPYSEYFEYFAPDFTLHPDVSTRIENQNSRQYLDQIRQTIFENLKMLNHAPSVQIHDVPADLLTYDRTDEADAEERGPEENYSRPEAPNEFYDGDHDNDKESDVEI
# HIF activator: HIF pathway transcriptional activation | hit rate 0.32% among 300,000 | AID 1910 | activation, % at 7.5 µM (by protocol) | U2OS HRE-luciferase reporter, luminescence; normalized: DMSO 0%, desferrioxamine 100%;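 active means mean activation of at least 10% of the iron chelator positive control signal, with at least half of replicates also reaching 10%; inconclusive means mean and replicate majority disagree about reaching 10%; inactive means mean and most replicates under 10%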
# KLF5 inhibitor: inhibitors of KLF5 expression. DLD-1 KLF5 promoter-luciferase reporter, luminescence. inhibition, % at 5 µM. hit rate 0.23% among 290,000;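 active means inhibition above a per-plate limit of that plate's mean compound inhibition plus 3 SD, cut at about 60% in these data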;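 further: 0% = DMSO wells and 100% = LY294002 at 200 µM; higher means less KLF5 promoter-driven luciferase light; inactives centre near -14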
# IEC-6 tox: counter-screen for KLF5 inhibitors: cytotoxicity in IEC-6 cells | IEC-6 cytotoxicity, luminescence viability | AID 1825 | inhibition, % at 5 µM | hit rate 0.78% among 290,000; in the data active means inhibition above about 22%;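 further: 0% = plate median of test compound wells and 100% = cytotoxic reference compound wells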
# * = called active by the depositor; u = inconclusive; x = no result given.
cpd	structure	aSyn UTR inh	IEC-6 tox	AI-2 QS modul	HIF activator	HSF1 activator	Platelet DG rel	KLF5 inhibitor	HDAC3 inhib	HSP90 refold inh	HSF1 inh
1	Cc1nn(CC(=O)Nc2ccc3c(c2)nc(CN2CCCC2)n3C)c(=O)c2ccccc12	-27	5	35	-0.2	-14	2	-17	u	1	-8
2	Cc1ccc(S(=O)(=O)N2CCC3(CC2)OCCO3)cc1	-5	-6	28	-0.5	7	7	-20	-6	-5	-4
3	COc1cccc(N2CCN(c3nc(C)c(C)c(=O)[nH]3)CC2)c1	4	-2	29	-1.6	9	8	-61	-3	-2	-3
4	CC1=NN(c2nc(-c3ccc(Cl)cc3)cs2)C(=O)C1	-33	3	32	-1.1	0	-10	-18	-3	0	0
5	O=[N+]([O-])c1ccc(-[n+]2ccc3ccccc3c2)c([N+](=O)[O-])c1	-105	x	14	6.5	16	5	x	2	x	26
6	CCOc1ccc2nc(N(CCN(CC)CC)C(=O)/C=C/c3cccs3)sc2c1	-43	5	18	0.7	20	-19	-29	11	0	5
7	Cc1c(NC2=NC3(CCCCC3)Cc3ccccc32)c(=O)n(C)n1-c1ccccc1	3	3	27	0.4	0	11	8	4	2	-7
8	Cc1csc(NC(=O)c2cc(-c3ccco3)nc3ccccc23)n1	-16	0	16	0.0	8	-3	-24	-7	5	-1
9	CS(=O)(=O)N(CC(=O)O)c1ccc2c(c1)OCO2	-22	-1	27	0.0	16	1	-45	-1	5	-5
10	Cc1nn(-c2ccccc2)c2c1C(c1cccs1)C(C#N)=C(N)O2 (centres undefined)	6	-4	-3	-0.7	-14	4	-25	2	13	1
11	CC(C)CC(=O)NCCCCc1ccccc1	3	22*	14	1.2	5	-5	-36	-5	4	0
12	COc1cccc(C(=O)N2CCC(CCC(=O)Nc3cccc(C)c3)CC2)c1	8	5	-11	-0.1	3	-7	-16	2	6	0
13	O=C(NCCc1ccc(Cl)cc1)c1ccc(S(=O)(=O)N2CCCC2)cc1	5	x	17	2.4	1	-3	x	-2	x	2
14	CCOC(=O)c1c(C)[nH]c(C(=O)COC(=O)c2ccc(O)cc2O)c1C	-14	-3	11	0.9	4	-1	7	0	-2	1
15	Cc1ccc(-c2c[n+](CC(=O)N3c4ccccc4Sc4ccccc43)c3n2CCC3)cc1	8	1	23	0.3	0	-17	-12	3	5	-10
16	CC1CCN(S(=O)(=O)c2ccc3c(c2)N(CC(=O)NCCCN2CCCC(C)C2)C(=O)CO3)CC1 (centres undefined)	21	-5	x	0.1	0	2	-12	11	-4	-6
17	O=C(CSc1nnc(-c2ccccc2Cl)n1Cc1ccco1)Nc1ccc2c(c1)OCCO2	-14	-1	25	0.1	8	1	-1	3	3	2
18	COc1ccc(CCN/C=C2/CC(=O)NC2=O)cc1OC	13	-2	14	-1.3	3	8	-26	-6	-2	-3
19	C/C(Cn1cnc([N+](=O)[O-])n1)=N\NC(=O)c1ccncc1	8	-3	8	-0.1	35	-1	6	-1	1	7
20	O=C(Nc1cccnc1)c1cc(-c2ccco2)on1	-45	1	34	0.2	10	4	-42	1	-3	6
21	Cc1cc(C)n(-c2nnc(N3CCN(c4ccccc4)CC3)nn2)n1	0	0	19	0.8	-1	5	-19	4	2	-5
22	CCN(CC)S(=O)(=O)c1cc(NC(=O)c2ccc(-n3cncn3)c([N+](=O)[O-])c2)ccc1C	-14	5	22	0.0	17	8	-45	8	-1	1
23	Cc1cc(C)n2nc(C(=O)Nc3cccc(S(=O)(=O)N4CCCC4)c3)nc2n1	-8	4	-11	-0.1	7	4	-10	x	-2	-5
24	Cc1ccc(C(=O)CSC2=C(C#N)C(c3ccco3)C3=C(CC(C)(C)CC3=O)N2)cc1 (centres undefined)	-2	-1	19	-9.9	4	2	-18	2	-4	-4
25	Cc1ccc(C(O)(CCN2CCCCC2)c2ccccc2)cc1 (centres undefined)	-19	-1	1	-0.2	-12	-1	-20	-1	-1	5
26	CCN(CCn1cccn1)C(=O)C1CCC(=O)N(CCc2cccc(F)c2)C1 (centres undefined)	-14	-3	21	-0.1	9	-24	-45	0	0	3
27	CC(=O)c1ccc(NC(=S)N2CCC(Cc3ccccc3)CC2)cc1	-57	5	2	0.6	-18	-10	8	-2	6	4
28	COc1cccc(N2CC(NS(=O)(=O)c3cccs3)CC2=O)c1 (centres undefined)	-12	x	15	0.3	3	6	x	-3	x	3
29	Cc1cccc(CSCCNC(=O)Nc2ccccc2)c1	-16	8	2	0.2	-5	16	-14	-2	3	2
30	CCOc1ccc(S(=O)(=O)N2CCN(C(=O)c3sccc3C)CC2)cc1	-1	-6	8	-0.1	4	-2	-47	4	0	3
31	Cc1cccc(NC(=O)CSCc2cc(=O)n3c(C)csc3n2)c1C	-17	-2	10	-0.4	17	-22	-4	2	5	7
32	Cc1cccc(-n2ncc3c(N4CCC5(CC4)OCCO5)ncnc32)c1	-82	x	32	2.7	19	7	x	-4	x	10
33	CCc1nnc(NC=C2C(=O)OC(C)(C)OC2=O)s1	1	-3	10	x	3	-2	-15	-1	4	-9
34	CC1=[N+]([O-])C(N2CCOCC2)C(O)(c2ccccc2)C1 (centres undefined)	4	0	19	0.0	9	-4	-24	-4	5	3
35	O=C(COC(=O)c1ccc(Cl)c(S(=O)(=O)N2CCCC2)c1)NCc1cccs1	-8	4	33	-0.3	-4	-3	13	-2	1	-2
36	c1ccc(-c2nc3nonc3nc2-c2ccccc2)cc1	21	6	-25	-2.6	-5	1	-64	-11	-1	6
37	CCCCC(CC)C1OCC(CN2CCCCC2)O1 (centres undefined)	-2	-2	11	-0.1	-2	-4	-27	1	-10	-9
38	CCN1CCN(CC(=O)NC2CCCCC2)C(=O)C1=O	-2	-2	22	-0.1	4	2	8	0	-2	-1
39	c1ccc(CN2CCC3(CC2)Nc2ccccc2S3)cc1	-11	-6	10	0.4	19	17	-4	-2	4	-1
40	Cc1nc(N2CCN(C)CC2)c2c(C)c(C(=O)Nc3ccc(C)c(F)c3)sc2n1	-53	1	-1	-0.5	1	7	-3	7	5	-8
41	CC1CCCCN1C(=O)CSc1nnc(-c2ccco2)n1C (centres undefined)	3	0	14	-16	-2	-9	-10	-1	0	-2
42	Cc1cc(C)cc(N=C2NC(=O)CS2)c1	5	-5	2	2.1	2	0	-19	2	2	-4
43	Cc1ccc(N2C(=S)NC3c4cc(Cl)ccc4OC2(C)C3C(=O)N(C)C)cc1 (centres undefined)	4	-2	46	-0.1	-2	9	-42	4	-2	-6
44	C=CCn1c(N/N=C/c2ccc(O)cc2)nc2ccccc2c1=O	-134	3	15	0.6	32	11	-60	u	0	9
45	COc1ccccc1NC(=S)N/N=C/c1cccc(C)c1	-66	13	9	5.2	30	-4	6	-8	-8	9
46	Cn1c(N)c(S(=O)(=O)NCc2ccccc2Cl)c(=O)n(C)c1=O	-12	5	19	-0.4	5	2	-6	0	6	-4
47	CCCCC(=O)N1CCN(c2ccc(OC)cc2[N+](=O)[O-])CC1	0	-15	11	-0.2	-14	5	-32	7	-3	-4
48	CCCCn1c(N)c(N(CC)C(=O)Cc2ccc(S(=O)(=O)N3CCOCC3)s2)c(=O)[nH]c1=O	3	x	28	-0.4	-10	-13	x	1	x	-3
49	CCCCC(=O)N=c1sc2cc(S(C)(=O)=O)ccc2n1C	-23	2	21	-0.1	-37	-7	-8	7	-2	-17
50	CSC1=NCCN1C(=O)c1ccc(S(=O)(=O)N2CCCC2)cc1	-25	-6	19	0.3	11	4	-18	-4	-1	0
51	CCC(C)NC(=O)CCNS(=O)(=O)c1ccc(Br)cc1 (centres undefined)	24	-4	6	-0.2	-8	10	-7	5	1	-4
52	C=CCn1c(SCC(=O)C23CC4CC(CC(C4)C2)C3)nc(O)cc1=O	5	2	38	-0.3	34	-3	-30	5	2	-2
53	CN1CCN(/C(=N\O)c2nonc2N)CC1	1	1	9	0.5	18	-2	-45	0	-3	3
54	COc1ccc(C(=O)NCCn2ccc3ccccc32)cc1	-131	11	20	1.7	39	-17	-25	2	60*	29
55	CC(=O)Nc1nnc(SCC(=O)NCCOc2ccccc2)s1	0	4	67	0.5	-2	1	22	-5	1	4
56	O=C(CSc1ncccc1-c1nc2ccccc2[nH]1)N1CCc2ccccc21	-117	-4	9	0.8	-3	6	-41	-6	11	-16
57	CC(C)CN1C(=O)c2ccc(NC(=O)c3ccco3)cc2C1=O	-84	-4	9	3.0	21	1	-82	-1	-2	15
58	COc1cccc(NC(=O)CC2COc3ccccc3O2)c1 (centres undefined)	-1	-7	-37	-12	13	-3	-30	2	2	9
59	OC(CN1C2=NCCCN2c2ccccc21)c1ccc2c(c1)OCO2 (centres undefined)	-5	-6	-6	-0.2	-18	-3	-4	1	0	1
60	CCn1c(COc2ccc(C)cc2)nnc1SCC(=O)Nc1ccc2c(c1)OCCO2	26	-4	10	-0.3	-76	-1	-3	-4	-2	-71*

# Following part
cpd	structure	aSyn UTR inh	IEC-6 tox	AI-2 QS modul	HIF activator	HSF1 activator	Platelet DG rel	KLF5 inhibitor	HDAC3 inhib	HSP90 refold inh	HSF1 inh
61	Cc1cc(C)c2nc(N(CCCN(C)C)C(=O)C3=COCCO3)sc2c1	-91	x	12	5.6	11	6	x	0	x	11
62	Cc1ccc(C)c(NC(=O)NC2CCCCCCC2)c1	10	4	12	-0.7	13	-12	-18	4	-1	0
63	O=C(CCCN1C(=O)C(c2ccccc2)Oc2cccnc21)NCc1ccccc1Cl (centres undefined)	10	-4	5	0.3	-4	-15	4	2	-1	-1
64	CCCCn1c(N)c(N(CCC(C)C)C(=O)c2ccc(COc3ccccc3)o2)c(=O)[nH]c1=O	1	x	18	0.0	7	-1	x	-10	x	3
65	Cc1ccccc1C(=O)NNC(=O)CCC(=O)Nc1cccc(Cl)c1C	-37	-1	9	-0.4	7	2	-22	-8	2	-7
66	COc1ccc(Oc2c(C)nc(SCC(=O)c3ccc(Cl)cc3)[nH]c2=O)cc1	4	-11	3	-0.1	-4	-8	2	-1	-5	-4
67	O=C(Nc1ccc2c(c1)CCC2)C1CCN(c2c3c(nc4ncnn24)CCC3)CC1	46	6	12	-0.2	-3	-7	-52	-4	2	-14
68	Cc1ccc(C(=O)Nc2ccccc2N2CCN(C(=O)C(C)C)CC2)cc1	2	-2	7	-0.4	5	4	2	1	4	4
69	CC(C)c1ccc(CNC(=O)C(=O)NCCCn2ccnc2)cc1	32	9	10	-0.3	-5	0	3	-1	-4	-8
70	COC(=O)c1c(NC(=O)c2ccccc2)sc2c1CC(C)(C)NC2(C)C	4	3	13	0.2	8	-1	-17	7	5	0
71	CCOC(=O)c1ccccc1NC(=O)COC(=O)CCNS(=O)(=O)c1ccccc1	-12	0	27	-0.1	-6	1	-4	7	-4	-4
72	CC1(c2ccc(OC(F)F)cc2)NC(=O)N(CC(=O)Nc2ccc(S(N)(=O)=O)cc2)C1=O (centres undefined)	4	5	-14	-20	6	-5	10	-3	0	-2
73	Cc1n[nH]c(=O)n1-c1ccc(Oc2ccccc2)cc1	-23	-2	22	1.0	-1	-9	-20	3	3	2
